# EPAC2 antag: qHTS for Antagonist of cAMP-regulated guanine nucleotide exchange factor 2 (EPAC2): primary screen. Rap guanine nucleotide exchange factor 4 (Homo sapiens), Q8WZA2. actives 0.18% (n = 360,000). EPAC2 GEF exchange of Rap1B-BODIPY-GDP, fluorescence. Potency, µM (series often up to 114 µM), for inactives: at the top dose activity, negative = inhibition, actives largely listed as inhibitors; further: potency means the concentration at half of the fitted maximal effect; on the % scale 0 is the no-effect control and ±100 the full control effect; nearly all actives have a fitted effect of over 45% in size; many of its hits are not listed in these tables
# Target sequence (Q8WZA2 whole entry, looked up): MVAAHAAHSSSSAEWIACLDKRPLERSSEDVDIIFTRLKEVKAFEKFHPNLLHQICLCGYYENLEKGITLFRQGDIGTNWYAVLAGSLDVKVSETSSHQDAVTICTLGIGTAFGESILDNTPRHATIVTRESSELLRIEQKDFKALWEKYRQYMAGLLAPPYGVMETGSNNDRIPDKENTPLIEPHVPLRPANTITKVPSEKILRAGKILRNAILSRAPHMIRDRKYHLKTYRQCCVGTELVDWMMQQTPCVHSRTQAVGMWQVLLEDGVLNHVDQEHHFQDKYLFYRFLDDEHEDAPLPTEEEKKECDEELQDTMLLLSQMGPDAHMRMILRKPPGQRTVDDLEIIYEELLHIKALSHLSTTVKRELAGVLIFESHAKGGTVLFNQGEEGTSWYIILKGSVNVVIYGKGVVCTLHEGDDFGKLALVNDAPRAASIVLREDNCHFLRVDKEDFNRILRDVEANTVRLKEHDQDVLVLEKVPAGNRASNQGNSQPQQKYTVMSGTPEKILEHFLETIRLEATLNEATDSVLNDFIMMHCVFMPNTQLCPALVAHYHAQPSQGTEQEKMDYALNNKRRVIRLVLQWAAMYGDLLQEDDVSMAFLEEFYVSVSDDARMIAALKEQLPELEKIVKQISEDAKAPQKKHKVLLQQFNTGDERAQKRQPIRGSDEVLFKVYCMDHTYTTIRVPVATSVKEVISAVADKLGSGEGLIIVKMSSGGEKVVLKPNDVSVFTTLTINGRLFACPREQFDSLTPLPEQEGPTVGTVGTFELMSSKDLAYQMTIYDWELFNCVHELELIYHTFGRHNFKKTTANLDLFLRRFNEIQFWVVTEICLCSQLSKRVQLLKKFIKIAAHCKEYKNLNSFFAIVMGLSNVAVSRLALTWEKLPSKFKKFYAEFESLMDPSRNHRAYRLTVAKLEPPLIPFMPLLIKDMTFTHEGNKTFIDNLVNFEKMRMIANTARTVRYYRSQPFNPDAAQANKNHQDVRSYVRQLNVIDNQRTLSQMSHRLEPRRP
# D3 antag: qHTS of D3 Dopamine Receptor Antagonist: qHTS. D(3) dopamine receptor (Homo sapiens), P35462. D3R cells, DiscoveRx beta-arrestin luminescence, antagonist mode; hits give low values. AID 652054, 2013. max response, negative = inhibition, %. actives 2.5% (n = 360,000); in the data active means max response below about -50%; further: on the % scale 0 is the no-effect control and ±100 the full control effect; mostly tested at two doses, the higher about 12 µM
#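 Cells expressing the human receptor were seeded at 1500 cells/well, incubated overnight at 37 degrees C in 5% CO2, then exposed to library compounds with dopamine controls for 90 minutes at 37 degrees C before luminescent detection.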
# PTHR1 ag: qHTS for PTHR1 Agonists: Primary Screen. HEK293 GP2 PTHR1 cells, GloSensor cAMP luminescence, 1 h. actives 0.075% (n = 410,000). Potency, µM (highest dose often 115 µM), inactives show at the highest dose activation, most hits filed as activators. Parathyroid hormone/parathyroid hormone-related peptide receptor (Homo sapiens), Q03431. AID 743266, 2014; further: potency means the concentration at half of the fitted maximal effect; nearly all actives have a fitted effect of over 55% in size; some results filed as inactive show a strong effect at the top dose; inactives centre near -15; many of its hits are not listed in these tables
#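 HEK-293-derived GP2 cells expressing PTHR1 and a GloSensor cAMP reporter, 3,000/well, plated overnight, given luciferin plus IBMX (each 0.5 mM as added) for 1 h at 37 °C, then compound for 1 h at 37 °C. Luminescence was read after 15 min at room temperature.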
# pAkt inh: HTS Assay for Inhibitors of Akt Phophorylation: Primary Screen. actives 0.32% (n = 360,000). activity change, % for hits at 50 µM. Neuro2A IGF-stimulated pAkt S473 HTRF, 20 min; hits give low values; in the data active means activity change below about -80%; further: on the % scale 0 is the no-effect control and ±100 the full control effect
#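 Single-point screen (50 µM final compound) in Neuro2A cells stimulated 20 min with 6 nM IGF at 37 deg C. After lysis, Ser473-phosphorylated Akt read by HTRF (ex 330 nm, em 615/665 nm) as the 665/615 ratio.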
# DRD3 agonist: qHTS of D3 Dopamine Receptor Agonist: qHTS | D(3) dopamine receptor (Homo sapiens), P35462 | max activation, % | actives 0.58% (n = 410,000) | D3R DiscoveRx beta-arrestin cells, luminescence, 90 min | AID 652048, 2013; in the data active means max activation above about 30%; further: 0% is about no effect; mostly tested at two doses, the higher about 12 µM
#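 Agonist-mode cell screen: cells plated at 1500/well and incubated overnight at 37 °C, then exposed to library compounds for 90 min at 37 °C. Detection reagent was added for 30–60 min at room temperature, and luminescence was read.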
# CCT modulator: High-Throughput Screening for Modulators of Cytosolic Chaperonin Activity | purified chaperonin ATPase assay, HTRF ADP detection, 30 min | activity change, % (concentration not given with the values), hits read low | actives 0.3% (n = 360,000) | AID 651819, 2012; in the data active means activity change below about -30%; further: on the % scale 0 is the no-effect control and ±100 the full control effect
#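 ATPase activity: ADP formed was measured by HTRF Transcreener (665/615 nm ratio) after 30 min at 37 deg C with 10 uM ATP. Compounds screened at one 76 uM concentration against 40 or 20 nM TRiC in Tris pH 7.4/KCl/MgCl2/DTT buffer.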
# MmCpn inh: Inhibitors of TCP-1 ring complex (TRiC) of Methanococcus maripaludis (MmCpn): qHTS; purified Mm-Cpn ATPase, ADP Transcreener TR-FRET; actives 0.031% (n = 330,000); Potency, µM (titrated, usually from 76.9 µM), for inactives: at the top dose activity, negative = inhibition, most hits filed as inhibitors; AID 504842, 2011; Chaperonin Mm-Cpn (Methanococcus maripaludis); further: potency means the concentration at half of the fitted maximal effect; on the % scale 0 is the no-effect control and ±100 the full control effect; nearly all actives have a fitted effect of over 80% in size
#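 25 nM Mm-CPN + cpd, 10 min 37°C; + 10 uM ATP, 30 min 37°C; buffer 30 mM Tris pH 7.4, 100 mM KCl, 5 mM MgCl2, 1 mM DTT; Transcreener ADP HTRF detection 30 min RT.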
# EPAC2 agonist: qHTS for Agonist of cAMP-regulated guanine nucleotide exchange factor 4 (EPAC2): primary screen; EPAC2 activation, biochemical qHTS; response scale: 100% = 6.5 mM cAMP response; Potency, µM (top dose mostly 154 µM), without a hit: at the highest dose activation, actives largely listed as activators; actives 0.079% (n = 360,000); further: potency means the concentration at half of the fitted maximal effect; nearly all actives have a fitted effect of over 50% in size
#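 In this primary screen, activation is scored as increased exchange of BODIPY-GDP from Rap1B by 100 nM EPAC2, with 50 uM GDP as competitor. Signal is normalized to the 6.5 mM cAMP agonist control.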
# * hit, by the source's call; i = inactive; x = no result given; & = joins results of further samples; [ ] = remark or other dose. Unless noted, the call rests on the fitted dose curve; in most records, active means well fitted curve in the direction sought with a large enough effect; inconclusive means small, poorly fitted or top-dose-only effect, or another doubt; inactive means no such curve, though single readings can be large; an effect the other way counts as inactive or inconclusive. An excerpt; count on the stated rates, not on these rows.
# Sequence of screens: CCT modulator, D3 antag, PTHR1 ag, MmCpn inh, DRD3 agonist, pAkt inh, EPAC2 agonist, EPAC2 antag
Cc1ccc(S(=O)(=O)Nc2nc(C)c(C)s2)cc1
  -0.6, 6.0, i, -2.1%, 1.4, i, 7.0%, -4.7%
CC(Sc1nnc(C2CC2)n1C1CC1)C(=O)Nc1cccc(S(=O)(=O)N2CCOCC2)c1 (stereo not given)
  0.2, 13.8, i, -0.3%, -8.7, i, 5.3%, -6.4%
CCc1ccc(OCC(=O)NNC(=O)C2CCC2)cc1
  0.5, 11.8, i, -0.2%, 6.8, i, -3.7%, 15.4%
O=c1[nH]c(=O)n(Cc2ccco2)c2c1C(C(F)(F)F)(C(F)(F)F)N=C(CCc1ccccc1)N2
  0.3, 20.4, -29.7%, 0.2%, 20.7, i, -13.7%, 13.6%
CCC(NC(=O)c1ccccc1NC(=O)c1ccccc1)C(=O)O (stereo not given)
  0.6, -4.2, -22.4%[57.5 µM], 1.2%, 7.9, i, 9.1%, 6.0%
O=C(CCC(=O)c1ccc(Cl)cc1)OCC(=O)c1ccccc1
  -0.1, 5.3, i, -1.8%, 3.7, i, 14.1%, 9.9%
C#CCOc1ccc(/C=C2/C(=O)ON=C2C)cc1OCC
  1.3, 6.8, -2.2%, 0.1%, 7.7, i, 2.7%, 9.7%
CC(C)(C)NC(=O)C1C(c2ccc(C(F)(F)F)cc2)=Nc2ccccc2N1C(=O)c1cccc(C(F)(F)F)c1 (stereo not given)
  x, -10.7, -14.0%, x, -5.9, i, -17.9%, 3.7%
Cc1oc2ccc(OC(=O)N3CCOCC3)cc2c1C(=O)OC(C)C
  1.6, -14.9, -4.1%[57.5 µM], 0.0%, -5.6, i, 8.9%, -5.4%
COc1ccc(CNC(=O)C2Cc3c(-c4ccc5c(c4)OCO5)ccnc3O2)cc1OC (stereo not given)
  0.1, -3.8, -46.7%[inhibitor], x, -11.9, i, 7.6%, -5.9%
O=C(O)c1nc(-c2ccccc2)n(-c2cccc(C(F)(F)F)c2)n1
  -6.5, 7.8, -3.9%, -0.2%, -4.3, i, 5.2%, -7.7%
N=C1/C(=C\c2ccc(-c3cccc(Cl)c3)o2)C(=O)N=C2SC=C(c3ccccc3)N12
  -1.7, -12.4, i, -0.5%, -7.0, i, 5.8%, -3.6%
Cc1cc(C)c2nc(Cl)c(CN(Cc3ccco3)C(=O)Nc3ccccc3C)cc2c1
  -1.6, -28.8, i, 0.0%, -14.2, i, 11.0%, -2.8%
CC1CCN(C(=O)C2CCCN(S(=O)(=O)c3ccc4c(c3)CC(C)N4C(=O)C3CC3)C2)CC1 (stereo not given)
  -1.7, 21.1, i, -15.5%, 4.5, i, -1.8%, -7.3%
CCNC(=O)C1(C)CCN(C(=O)c2ccc(OC)cc2)C1 (stereo not given)
  -0.7, -12.7, i, x, -6.3, i, 9.1%, 8.3%
CCCCn1c(N)c(N(CCC(C)C)C(=O)C(C)N2C(=O)c3ccccc3C2=O)c(=O)[nH]c1=O (stereo not given)
  -0.7, -4.8, -11.8%, 1.1%, 1.3, i, -2.2%, -6.6%
N#CC1=C(N)C(C#N)(C#N)C(c2ccncc2)C2CN(C(=O)OCc3ccccc3)CC=C12 (stereo not given)
  1.2, -63.2*, -26.2%[57.5 µM], -1.4%, -14.1, i, 18.0%, -0.2%
Cc1cn([C@H]2C[C@H](O)[C@@H](CNCc3cccc(OC4CCCC4)c3)O2)c(=O)[nH]c1=O
  -2.1, 6.4, -25.7%, x, -7.1, i, 10.3%, 2.0%
O=C(/C(=C(\O)c1ccccc1)c1nc2ccccc2[nH]1)c1ccccc1
  -1.1, 0.9, -4.0%, -0.4%, 3.5, i, 17.8%, -10.4%
CC(C)(C)c1nnc(NS(=O)(=O)c2cc(Cl)ccc2Cl)s1
  -0.1, -10.6, -36.4%, -0.3%, 4.1, i, 7.1%, -17.1%
Cc1ccc(C(=O)Nc2sc(C)c(-c3ccccc3)c2C(N)=O)cc1[N+](=O)[O-]
  -0.4, 9.8, -35.7%, 1.4%, -9.2, i, -9.3%, -7.4%
Cc1ccc2c(c1)N(CC(=O)NC1CCCc3ccccc31)C(=O)CO2 (stereo not given)
  -0.1, 14.1, i, -0.3%, -4.7, i, -6.4%, 3.7%
O=S(=O)(NCCCc1ccccc1)c1ccc(F)c(F)c1
  -0.8, -0.8, -1.0%, 1.7%, 0.6, i, 3.2%, -15.4%
COc1ccc(S(=O)(=O)N2CCN(C(=O)COc3ccccc3)CC2)cc1
  0.5, -7.1, -3.4%, -2.9%, -1.4, i, 7.3%, 9.4%
Cn1c(=O)c2c(nc(Sc3ncnn3CC(=O)NC(C)(C)C)n2C)n(C)c1=O
  -0.3, 9.9, i, -2.1%, 4.5, i, 2.4%, 0.6%
COc1ccc(S(=O)(=O)NC2CC(C)(C)NC(C)(C)C2)cc1
  -0.3, 1.1, i, 0.9%, -8.9, i, 1.9%, 7.3%
CC1Sc2ccc(S(=O)(=O)NCCc3ccc(Cl)cc3)cc2NC1=O (stereo not given)
  1.0, 1.1, -51.3%[inhibitor], 2.3%, 11.6, i, 4.1%, -15.9%
COc1cccc(OC)c1C(=O)N1CCN(Cc2c[nH]c3ccccc23)CC1
  -3.4, 4.9, i, x, 2.7, i, 8.2%, 2.6%
COc1cccc(-c2nnc3n2N=C(c2cc(OC)ccc2OC)CS3)c1
  -1.0, 14.0, -20.4%, 1.5%, 2.6, i, -10.5%, -2.2%
COc1ccc([N+](=O)[O-])cc1NS(=O)(=O)c1ccccc1
  -1.9, -25.1, -10.5%, 0.1%, -3.3, i, 3.4%, -4.2%
O=C(Oc1ccccc1C(=O)Nc1ccccc1)c1ccc(Br)c([N+](=O)[O-])c1
  0.3, -11.6, -32.7%[inhibitor], 0.4%, -3.9, i, -5.3%, -3.0%
OCCNc1nc(-c2ccccc2)c2ccccc2n1
  1.7, -12.9, i, 2.2%, 0.2, i, -0.7%, 3.9%
Cc1ccc(C23OC(=O)C(C)(C)C2OC(=O)C3(C)C)cc1 (stereo not given)
  0.1, -17.4, -10.4%[57.5 µM], 1.7%, 4.5, i, 2.0%, 3.5%
O=C(O)C/C(=C\c1ccc(N2CCOCC2)c([N+](=O)[O-])c1)c1nc2ccccc2s1
  0.2, -14.8, -2.5%, 0.5%, -0.7, i, -6.6%, -6.2%
CCN1CCN(S(=O)(=O)c2c[nH]c(C(=O)OC)c2)CC1
  -1.6, 3.2, -3.1%, -0.2%, 3.0, i, -3.0%, -2.6%
Cc1cc(Cl)c(S(=O)(=O)N2CCN(c3ccc(F)cc3)CC2)cc1OCC(=O)NC1CCCCC1
  -3.4, 1.3, -18.5%[57.5 µM], -0.2%, 2.8, i, 7.4%, -6.2%
CCCc1cc(=O)[nH]c(SCC(=O)Nc2ccc(OC)c(S(=O)(=O)N3CCCCC3)c2)n1
  -1.0, 2.0, -16.2%, 0.2%, -0.5, i, -5.7%, -5.0%
CCCn1nnnc1COc1ccc(C(N)=O)cc1
  -0.7, 8.2, -8.2%, 2.1%, 3.4, i, 0.2%, -1.5%
O=C(CNS(=O)(=O)c1ccc(Cl)cc1)NC1CCCCC1
  0.5, 0.1, -3.3%, -0.1%, -0.7, i, 7.7%, 6.0%
CCOC(=O)C/C(C)=N/NC(=O)C1CC1(c1ccccc1)c1ccccc1 (stereo not given)
  -1.1, 2.9, -8.9%, 0.7%, -6.0, i, -1.1%, 5.5%
C[C@@H]1CN([C@H](C)CO)C(=O)c2cc(Br)cnc2O[C@H]1CN(C)C(=O)Cc1ccncc1
  -2.8, 21.9, -22.9%, x, 4.6, i, 15.2%, -1.5%
Cc1ccc2nc(NCc3ccccc3)c(C#N)cc2c1
  -3.4, -12.5, i, -0.6%, 11.5, i, -1.2%, -10.1%
Cc1ccc(C)c(NC(=O)C(C)CC2COCCO2)c1 (stereo not given)
  -0.1, -5.1, -1.4%, 0.9%, 0.9, i, -6.2%, 7.1%
NC(=O)CSc1oc(-c2ccco2)nc1S(=O)(=O)c1ccc(Br)cc1
  -1.3, 0.4, -2.7%&-12.7%, -2.6%, -5.2&-22.2, i, 2.4%, -8.5%
COc1cc(NC(=O)c2cccs2)ccc1NC(=O)c1ccco1
  -0.1, -3.4, -21.1%[57.5 µM], 1.0%, -2.7, i, 0.2%, 1.9%
C=CCn1c(C)nnc1SCC(=O)Nc1ccc2c(c1)OCCO2
  2.6, 19.3, i, -2.0%, 4.2, i, -0.4%, -6.3%
COc1ccc(NC(=S)N2CCN(C(=O)c3ccco3)CC2)c(OC)c1
  -1.9, -14.4, i, -0.8%, 2.8, i, 4.8%, 1.7%
COc1ccc(F)cc1CN1CCN(C(=O)CCC(=O)Nc2nnc(CC(C)C)s2)CC1
  1.6, -0.1, -9.7%, 1.0%, -2.6, x, -5.2%, -26.6%
CC(=O)Nc1ccc(C(=O)Nc2ccc(S(=O)(=O)N3CCCC3)cc2)cc1
  -4.2, -17.6, i, 0.7%, -5.1, i, -3.8%, -0.5%

# 4 structures from above, sorted by heavy-atom count, lowest first.
# Sequence of screens: CCT modulator, D3 antag, PTHR1 ag, MmCpn inh, DRD3 agonist, pAkt inh, EPAC2 agonist, EPAC2 antag
CCCn1nnnc1COc1ccc(C(N)=O)cc1
  -0.7, 8.2, -8.2%, 2.1%, 3.4, i, 0.2%, -1.5%
COc1cc(NC(=O)c2cccs2)ccc1NC(=O)c1ccco1
  -0.1, -3.4, -21.1%[57.5 µM], 1.0%, -2.7, i, 0.2%, 1.9%
C[C@@H]1CN([C@H](C)CO)C(=O)c2cc(Br)cnc2O[C@H]1CN(C)C(=O)Cc1ccncc1
  -2.8, 21.9, -22.9%, x, 4.6, i, 15.2%, -1.5%
Cc1cc(Cl)c(S(=O)(=O)N2CCN(c3ccc(F)cc3)CC2)cc1OCC(=O)NC1CCCCC1
  -3.4, 1.3, -18.5%[57.5 µM], -0.2%, 2.8, i, 7.4%, -6.2%

# High-throughput results (PubChem BioAssay)
